Source: PubChem
HepG2 tox: qHTS for Inhibitors of TGF-b: Cytotox Counterscreen; HepG2 CAGA-GFP viability, ATP luminescence, 18 h; Potency, µM (series often up to 46.1 µM), inactives show top-dose activity change, negative = cytotoxicity, most hits filed as cytotoxic; hit rate 0.76% among 410,000; further: potency means the concentration at half of the fitted maximal effect; some results filed as inactive show a strong effect at the top dose
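CellTiter-Glo luminescence gave cytotoxicity after 18 hours at 37 degrees C. The cells were HepG2 CAGA-GFP in 1% FBS DMEM, stimulated with 500 pg/mL TGF-beta after compound addition. %Activity was normalised to no-cell wells (complete cell-killing) and DMSO (no toxicity), and curves were fitted and classified.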
MmCpn inh: Inhibitors of TCP-1 ring complex (TRiC) of Methanococcus maripaludis (MmCpn): qHTS; Chaperonin Mm-Cpn (Methanococcus maripaludis); purified Mm-Cpn ATPase, ADP Transcreener TR-FRET; Potency, µM (highest dose often 76.9 µM), for the others: at the highest dose activity, negative = inhibition, actives largely listed as inhibitors; hit rate 0.031% among 330,000; AID 504842, 2011; further: potency means the concentration at half of the fitted maximal effect; on the % scale 0 is the no-effect control and ±100 the full control effect; nearly all actives have a fitted effect of over 80% in size
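Inhibition of chaperonin ATP hydrolysis is measured as reduced ADP production, detected by competitive TR-FRET in which signal falls with ADP. Final enzyme 25 nM and ATP 10 uM, reacted 30 min at 37°C.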
Nrf2 ARE act: qHTS of Nrf2 Activators. AREc32 ARE-luciferase reporter (MCF7-derived line), luminescence, 24 h. Potency, µM (titrated, usually from 46.1 µM), without a hit: at the top dose activation, most hits filed as activators. hit rate 0.31% among 410,000; further: potency means the concentration at half of the fitted maximal effect; % of control where 0% means no effect; nearly all actives have a fitted effect of over 65% in size
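Steps: seed AREc32_Fluc cells (1000/well, 5% FBS OPTI-MEM); incubate overnight at 37 deg C; add 23 nL compound; incubate 24 hr; add Steady-Glo; hold 30 min RT; read luminescence.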
CCT modulator: High-Throughput Screening for Modulators of Cytosolic Chaperonin Activity | hit rate 0.3% among 360,000 | AID 651819, 2012 | activity change, % (test concentration not listed), hits read low | purified chaperonin ATPase assay, HTRF ADP detection, 30 min; in the data active means activity change below about -30%; further: on the % scale 0 is the no-effect control and ±100 the full control effect
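First, chaperonin was dispensed at 40 nM or 20 nM final depending on batch activity. Next, compounds were pinned at 76 uM and ATP added at 10 uM. After 30 min at 37 °C, ADP detection reagents ran 30 min at ambient temperature.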
A549 tox: Nrf2 qHTS screen for inhibitors: counterscreen for cytotoxicity | hit rate 0.16% among 390,000 | AID 504648, 2011 | A549 ARE-Fluc cells, CellTiter-Fluor viability, 18-24 h | Potency, µM (doses to about 46 µM), inactives show top-dose activity change, negative = cytotoxicity, most hits filed as inhibitors; further: potency means the concentration at half of the fitted maximal effect; on the % scale 0 is the no-effect control and ±100 the full control effect
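A549 ARE_Fluc cells in 5% FBS OPTI-MEM were exposed to compounds in concentration-response for 18-24 h at 37 deg C. Viability was read by CellTiter-Fluor fluorescence (Ex 405/Em 525) after 30 min, before the luciferase read.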
pAkt inh: HTS Assay for Inhibitors of Akt Phophorylation: Primary Screen; AID 651550, 2012; activity change, % for hits at 50 µM; hit rate 0.32% among 360,000; Neuro2A IGF-stimulated pAkt S473 HTRF, 20 min; stronger effect = lower value; in the data active means activity change below about -80%; inconclusive means mostly about -51% to -80%; further: on the % scale 0 is the no-effect control and ±100 the full control effect
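Neuro2A cells in DMEM with 0.5% FBS, overnight at 37 deg C, given compound at single 50 µM final, then IGF (6 nM final) for 20 min at 37 deg C. Lysed; phospho-Akt Ser473 by HTRF after 24 h, 665/615 ratio.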
Nrf2 block: Nrf2 qHTS screen for inhibitors; hit rate 2.1% among 360,000; Potency, µM (series often up to 46 µM), for the others: at the top dose activity change, negative = inhibition, most hits filed as inhibitors; A549 ARE-Fluc reporter, luciferase luminescence, 18-24 h; AID 504444, 2011; further: potency means the concentration at half of the fitted maximal effect; on the % scale 0 is the no-effect control and ±100 the full control effect; nearly all actives have a fitted effect of over 60% in size
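In this cell-based qHTS, ARE-driven firefly luciferase in A549 cells reports Nrf2 activity; the luminescent signal after BugLite lysis is the measured value, with a prior CellTiter-Fluor read for cell health.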
Abeta rescue: qHTS for compounds that reverse cellular toxicity of Amyloid beta (A-beta) peptide in yeast: Primary Screen; yeast expressing A-beta42, growth rescue, OD600, 48 h; response scale: 0% DMSO, 100% iron-clioquinol control; Potency, µM (titrated, usually from 46.1 µM), without a hit: at the top dose growth rescue, hits mostly activators; hit rate 0.063% among 410,000; AID 1347071, 2019; further: potency means the concentration at half of the fitted maximal effect; nearly all actives have a fitted effect of over 55% in size
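Yeast A-beta toxicity model in growth medium with pinned compounds, 48 h at 30 C; growth read as absorbance at 600 nm. Normalized to FeCl3/clioquinol equimolar mix (positive) and DMSO (negative).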
TGFb inhibitor: qHTS for Inhibitors of TGF-b; hit rate 1.2% among 410,000; AID 588855, 2011; Potency, µM (titrated, usually from 46.1 µM), inactives show at the top dose activity, negative = inhibition, hits mostly inhibitors; HepG2 CAGA-GFP TGF-b/SMAD3 reporter, GFP fluorescence, 18 h; TGF-beta stimulated, 500 pg/mL final; further: potency means the concentration at half of the fitted maximal effect; on the % scale 0 is the no-effect control and ±100 the full control effect; nearly all actives have a fitted effect of over 65% in size
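Inhibition of TGF-beta-driven CAGA-GFP reporter expression in HEPG2 cells is measured by cellular GFP fluorescence after 18 h stimulation with 500 pg/mL recombinant TGF-beta in 1% FBS medium at 37 degrees C.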
* hit, by the source's call; i = inactive; ? = inconclusive; / = not tested or not shown; [ ] = remark or other dose. Unless noted, the call rests on the fitted dose curve; in most records, active means well fitted curve in the direction sought with a large enough effect; inconclusive means small, poorly fitted or top-dose-only effect, or another doubt; inactive means no such curve, though single readings can be large; an effect the other way counts as inactive or inconclusive. Hits appear at their usual frequency, and some 4.3% of all compounds hit somewhere here.

SMILES	HepG2 tox	MmCpn inh	Nrf2 ARE act	CCT modulator	A549 tox	pAkt inh	Nrf2 block	Abeta rescue	TGFb inhibitor
CN(CC(=O)Nc1ccccc1Br)C(=O)CNC(=O)c1ccco1	8%	-2%	-0.1%	0.7	-14%	i	-16%	-9%	9%
CC(=O)c1cccc(CN2CCN(CC(C)C)C(CCO)C2)c1 (stereo unspecified)	8%	-3%	-0.7%	-2.2	11%	i	13%	-7%	10%
COc1ccc(C(=O)NC(C)(C)C)cc1S(=O)(=O)N1CCCC1	4%	1%	0.2%	-1.4	8%	i	?	13%	-1%
Cc1c(C(c2ccc(C(=O)O)cc2)c2c(C)n(C)n(-c3ccccc3)c2=O)c(=O)n(-c2ccccc2)n1C	5%	1%	0.3%	-0.6	2%	i	2%	-9%	-14%
C/C(=N\OC(=O)c1cccc(Cl)c1)c1sc(C)nc1C	7%	-1%	0.4%	-0.7	3%	i	/	9%	-29%
CCOc1ccc(CCNC(=O)c2cc(C)nn2-c2ccccc2)cc1	14%	3%	0.5%	1.0	-1%	i	3%	6%	6%
O=C(NCC1CCCN1S(=O)(=O)c1cccs1)c1c(F)cccc1F (stereo unspecified)	2%	-2%	0.2%	-3.3	1%	i	?	11%	-16%
COc1cccc(CN2CCC2(C)C(=O)NCCc2ccccn2)c1OC (stereo unspecified)	4%	/	0.3%	-1.1	/	i	/	-7%	-3%
CCNc1nc(NC(C)C)nc(N(C#N)Cc2ccccc2)n1	-3%	-2%	3.1%	-4.5	-2%	i	/	23%	0%
CCOC(=O)c1sc(Nc2cccc(Cl)c2)nc1C	-38%	-1%	11%	-3.7	1%	i	1%	8%	?
COc1ccc(CN2CCc3cc(OC)c(OC)cc3C2)cc1O	-2%	/	-0.9%	-0.5	1%	i	14%	-9%	16%
Cc1ccc(C)c(S(=O)(=O)N2CCN(CC(=O)Nc3ccc4c(c3)OCCO4)CC2)c1	-25%	1%	-0.9%	-0.5	-9%	/	-4%	26%	-12%
Cc1c(CN2CCC(CO)(CC3CCCCO3)CC2)cnn1C (stereo unspecified)	2%	1%	0.3%	-1.8	11%	i	-3%	-1%	1%
Cc1cc(OCC(=O)NC(Cc2ccc(Cl)cc2)C(=O)O)c2c(C)cc(=O)oc2c1 (stereo unspecified)	-1%	1%	0.3%	-3.6	2%	i	-6%	-22%	15%
CN(C)c1ccc(CNC(=O)C2(C)Cc3c(-c4ccc(N(C)C)cc4)ccnc3O2)cc1 (stereo unspecified)	-7%	/	1.7%[9.22 µM]	-2.9	/	i	/	-23%	-5%
NC(=O)CC(NC(=O)c1ccc(Br)cc1)c1ccc(NCc2ccc(F)cc2)c([N+](=O)[O-])c1 (stereo unspecified)	-41%	2%	-0.4%	-2.2	?	i	?	2%	-11%
CCOC(=O)CNC(=O)C(CO)NC(=O)OCc1ccccc1 (stereo unspecified)	-56%	-1%	-0.4%	-0.1	-5%	i	2%	-2%	0%
COc1cccc(C(O)c2nc(-c3cccc(CO)c3)cs2)c1 (stereo unspecified)	-17%	/	4.0%	0.9	/	i	/	-7%	-20%
N#Cc1c(Cl)nc(-c2ccncc2)nc1-c1ccccc1	-2%	-2%	0.0%	-0.5	5%	i	12%	-3%	14%
CCCN(CCC)CCCNc1ccc2nnc(-c3ccc(F)cc3)n2n1	-20%	-7%	7.5%	-0.8	0%	i	11%	4%	3%
CCOc1ccc2nc(NC(=O)Cc3cccs3)sc2c1	-13%	0%	8.8%	0.6	-8%	i	?	30%	-15%
COC(=O)CN1C(=O)Nc2ccc(Cl)cc2C1c1ccccc1 (stereo unspecified)	-6%	1%	-0.5%	-2.0	-1%	i	-5%	14%	0%
Cc1ccc(NC(=O)CSc2nnc(C3CCCCC3)n2N)cc1F	-18%	1%	-0.8%	-1.4	-6%	i	-2%	8%	-15%
O=C(Nc1nnc(-c2ccccc2)s1)c1ccccc1F	0%	-13%	?	1.0	19%	i	27%	-8%	-5%
Oc1ccc(/C=N\Nc2nncc(-c3ccccc3)n2)cc1	-8%	0%	7.1µM*	-0.4	-14%	i	?	-11%	?
Going on with the list:
SMILES	HepG2 tox	MmCpn inh	Nrf2 ARE act	CCT modulator	A549 tox	pAkt inh	Nrf2 block	Abeta rescue	TGFb inhibitor
Cn1c(=O)c2[nH]c(C3CCC3)nc2n(C)c1=O	8%	/	-0.3%	-3.8	-7%	i	-15%	0%	-1%
Cc1ccc(N(CC(O)CON=C2c3ccccc3-c3ccccc32)S(C)(=O)=O)cc1 (stereo unspecified)	-46%	/	2.4%	-14	-3%	i	?	3%	?
CCOC(=O)C1=C(C)N(CCCCCC(=O)O)C(=O)NC1c1ccccc1Cl (stereo unspecified)	1%	1%	-0.8%	0.6	0%	i	-5%	1%	-24%
c1csc(CNCc2ccncc2)c1	0%	1%	-0.2%	1.7	5%	i	9%	3%	6%
Cc1cccc(NC(=O)COc2nsnc2N2CCOCC2)c1	-14%	0%	5.1%	-0.8	-3%	i	4%	4%	-7%
CCCCNC(=S)N/N=C/c1ccc(OCC(=O)Nc2c(C)cc(C)cc2C)c(OC)c1	-15%	-1%	0.1%	0.7	-7%	i	-1%	-8%	-2%
COc1cccc(CSc2nccn2C)c1	5%	-2%	0.5%	-0.7	13%	i	5%	-13%	6%
O=C1C2C(C(=O)N1/N=C/c1ccc(N3CCCCC3)o1)C1C=CC2C12CC2 (stereo unspecified)	-23%	3%	3.7%	-1.5	-18%	i	0%	-13%	-8%
COC(=O)c1cc(NC(=O)CC(=O)c2cccc(N)c2)cc(C(=O)OC)c1	2%	/	3.0%	-1.1	/	i	/	5%	-11%
CCC(C)NS(=O)(=O)c1ccc(NC(C)=O)cc1 (stereo unspecified)	3%	0%	-0.6%	1.3	3%	i	-10%	15%	0%
CCCCC(=O)C1CCN(Cc2ccccc2)CC1	-1%	1%	0.1%	0.1	-2%	i	/	22%	1%
O=C(Nc1ccc2c(c1)CCC2)c1cccc(S(=O)(=O)N2CCN(c3ccccc3)CC2)c1	-10%	-17%	-0.7%	-1.3	0%	i	?	11%	-3%
Cn1c(-c2ccccc2)cnc1NCc1ccccc1O	-2%	/	0.2%	/	-13%	/	4%	5%	6%
O=C(O)c1ccccc1-c1cc2ccccc2[nH]1	2%	/	-0.5%	0.4	-8%	i	15%	-1%	3%
CCN(CC)c1ccc(S(=O)(=O)N2CCOCC2)cc1NC(=O)CSc1nncn1C	-43%	-8%	-0.5%	-4.8	1%	i	-2%	-9%	-20%
Cc1ccc(C(=O)CSC2=C(C#N)C(c3ccco3)C3=C(CC(C)(C)CC3=O)N2)cc1 (stereo unspecified)	-13%	-3%	5.9%	-47*	?	i	16µM*	2%	-25%
COc1ccccc1NC(=O)NCC1CC1(Cl)Cl (stereo unspecified)	-13%	3%	0.1%	-0.7	8%	i	?	-9%	1%
O=C(COCC(=O)N/N=C/c1ccc(F)cc1)N/N=C/c1ccc(F)cc1	-22%	-7%	-0.4%	-2.0	1%	i	1%	-2%	-1%
O=C(NC1CCCCC1)C(c1ccncc1)N(C(=O)c1csnn1)c1cccc(F)c1 (stereo unspecified)	4%	1%	0.1%	-1.8	1%	i	6%	3%	4%
CN(C)CCNc1c2c(nc3ccccc13)CCC2	-30%	0%	-0.1%	-1.6	?	i	4%	6%	-22%
Cc1ccccc1NC(=O)CN(C)S(=O)(=O)c1ccc(-c2ccc(=O)[nH]n2)s1	5%	1%	3.6%	1.8	-7%	/	11%	-18%	9%
Cc1onc(-c2c(F)cccc2Cl)c1C(=O)N1CCSCC1	-18%	-1%	-0.7%	-2.0	1%	i	1%	4%	0%
C=CCn1c(COc2ccc(F)cc2)nnc1SCC(=O)Nc1cccc(S(N)(=O)=O)c1	-15%	-3%	3.2%	-2.0	-4%	i	2%	-8%	-30%
CC1=NCC(C)c2ccccc21 (stereo unspecified)	-17%	/	-1.2%	-0.8	/	i	/	1%	-6%
Cc1cc(NC(=O)COc2cccnc2[N+](=O)[O-])no1	-2%	1%	2.1%	-0.3	-1%	i	5%	19%	-3%
O=C(Nc1nccs1)c1ccc2c(c1)OCO2	2%	0%	-0.8%	-1.4	-3%	i	?	-7%	22%
Cn1c(N)c(C(=O)NCc2ccccc2Cl)sc1=S	7%	1%	2.4%	-1.2	0%	i	/	-10%	-3%
O=C(Nc1cc(S(=O)(=O)N2CCOCC2)ccc1N1CCCCC1)c1ccccc1Br	7%	?	2.2%	-33*	-17%	i	?	27%	-22%

Fetched by compound from above:
SMILES	HepG2 tox	MmCpn inh	Nrf2 ARE act	CCT modulator	A549 tox	pAkt inh	Nrf2 block	Abeta rescue	TGFb inhibitor
O=C(O)c1ccccc1-c1cc2ccccc2[nH]1	2%	/	-0.5%	0.4	-8%	i	15%	-1%	3%
C=CCn1c(COc2ccc(F)cc2)nnc1SCC(=O)Nc1cccc(S(N)(=O)=O)c1	-15%	-3%	3.2%	-2.0	-4%	i	2%	-8%	-30%
O=C(COCC(=O)N/N=C/c1ccc(F)cc1)N/N=C/c1ccc(F)cc1	-22%	-7%	-0.4%	-2.0	1%	i	1%	-2%	-1%
CCCCNC(=S)N/N=C/c1ccc(OCC(=O)Nc2c(C)cc(C)cc2C)c(OC)c1	-15%	-1%	0.1%	0.7	-7%	i	-1%	-8%	-2%
